MEKK3 PB1 HTS – raises or lowers MEK5 binding to the human MEKK3 PB1 domain; Q99759; bead-based flow cytometry, Alexa488-MEK5 binding to MEKK3; actives lie on both sides; 0 = blocked by unlabeled MEK5, 100 = vehicle; binding response (% of control), % at 10 µM; 1.4% of 290,000 active; AID 1529;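 active = binding response more than 3 SD above or below the average of its plate-row segment, actives on both sides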;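 note: Alexa488 bead fluorescence after subtracting the streptavidin-only scavenger bead signal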
Target sequence (Q99759 whole entry, looked up, the tested form may be a part): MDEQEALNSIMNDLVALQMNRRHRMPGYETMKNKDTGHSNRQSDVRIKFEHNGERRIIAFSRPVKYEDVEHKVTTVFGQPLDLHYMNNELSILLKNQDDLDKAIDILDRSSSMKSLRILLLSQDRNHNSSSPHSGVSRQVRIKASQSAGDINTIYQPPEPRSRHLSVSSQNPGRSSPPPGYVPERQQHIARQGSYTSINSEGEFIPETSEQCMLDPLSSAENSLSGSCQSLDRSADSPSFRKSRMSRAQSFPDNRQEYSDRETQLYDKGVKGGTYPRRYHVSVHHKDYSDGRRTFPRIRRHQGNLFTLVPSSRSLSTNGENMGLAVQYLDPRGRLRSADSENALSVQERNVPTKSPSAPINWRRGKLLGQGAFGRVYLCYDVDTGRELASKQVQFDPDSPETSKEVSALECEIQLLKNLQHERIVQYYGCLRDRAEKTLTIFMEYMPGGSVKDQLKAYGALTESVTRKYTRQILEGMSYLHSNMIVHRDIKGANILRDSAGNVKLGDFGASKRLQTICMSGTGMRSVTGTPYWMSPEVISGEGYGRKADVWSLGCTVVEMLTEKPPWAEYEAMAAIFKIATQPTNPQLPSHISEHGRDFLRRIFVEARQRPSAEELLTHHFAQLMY
NALP1 inh – inhibitors of NALP1 inflammasome in yeast | S. cerevisiae NALP1/ASC/caspase-1 growth, X-gal OD620, 72 h | inhibition, % at 10 µM | 0.61% of 280,000 active | AID 2071; in the data active = inhibition mostly above about 24%, no sharp cut-off; inactive = mostly below about 32%; note: some compounds called inactive have numbers as strong as hits
V1aR counter – counter-screen for oxytocin receptor agonists: human V1a receptor agonists. P37288. CHO-V1R cells, Fluo-8 calcium fluorescence, agonist mode; 0% DMSO, 100% 3 nM vasopressin. activation, % at 3 µM. 0.25% of 320,000 active. AID 2797;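 active = activation above the mean activation of all tested compounds plus 3 SD, per screening run, cut at about 20% in these data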;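 note: signal is peak over basal fluorescence ratio across a 100 second FLIPR read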
Target sequence (P37288 whole entry, looked up): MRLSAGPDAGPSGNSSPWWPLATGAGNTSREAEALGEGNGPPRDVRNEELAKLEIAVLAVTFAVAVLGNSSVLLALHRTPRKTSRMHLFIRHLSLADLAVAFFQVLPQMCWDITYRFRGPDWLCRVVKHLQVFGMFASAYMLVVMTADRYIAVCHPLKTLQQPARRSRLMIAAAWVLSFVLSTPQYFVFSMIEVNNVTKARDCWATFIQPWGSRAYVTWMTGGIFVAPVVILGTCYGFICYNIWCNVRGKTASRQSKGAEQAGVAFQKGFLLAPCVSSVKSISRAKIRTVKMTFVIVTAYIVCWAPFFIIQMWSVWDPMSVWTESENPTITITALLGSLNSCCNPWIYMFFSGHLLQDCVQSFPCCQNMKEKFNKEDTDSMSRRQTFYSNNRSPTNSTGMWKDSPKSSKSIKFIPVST
GalR3 antagonist – human GalR3 antagonism. AID 651719. O60755. inhibition, % at 3 µM. HEK293 GalR3-CNG cAMP membrane potential fluorescence; galR3 body fused to GalR1 C-terminus. 0.44% of 360,000 active;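 active = inhibition above the screen-wide average plus 3 SD, cut at about 13% in these data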;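 note: forskolin and galanin both at EC90 stimulate the cells; cAMP rise reported by CNG channel membrane potential dye signal; 0% = forskolin plus galanin with DMSO and 100% = forskolin alone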
OXTR ag – activates the human oxytocin receptor. P30559. CHO-OTR cells, Fluo-8 calcium fluorescence; normalized: DMSO 0%, oxytocin 100%. activation, % at 3 µM. 0.32% of 320,000 active. AID 2435;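 active = activation above the mean of all tested compounds plus 3 SD, cutoff set per screening run, cut at about 20% in these data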;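 note: peak over basal fluorescence ratio from a 100 s FLIPR kinetic read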
GPR7 antagonist – human neuropeptides B/W receptor 1 antagonism. GPR7-expressing cells, fluorescence antagonist assay. inhibition, % at 4.4 µM. P48145. AID 1861. 1.1% of 290,000 active; in the data active = inhibition above about 16%, passing the limit was not always enough;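 note: cells stimulated with the agonist NPW; 0% = agonist with vehicle and 100% = vehicle without agonist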
PHOSPHO1 inh – PHOSPHO1 (human) inhibition; Q8TCT1; recombinant PHOSPHO1, absorbance phosphatase assay; inhibition, % at 13.3 µM; AID 1565; 1.1% of 290,000 active; in the data active = inhibition above about 60%
MEKK2 WT-MEK5 – raises or lowers MEK5 binding to wildtype human MEKK2 PB1 domain; 1.1% of 290,000 active; bead flow cytometry, Alexa488-MEK5 binding to MEKK2 WT; actives lie on both sides; binding response (% of control), % at 10 µM; Q9Y2U5; in the data active = binding response below about 67% or above about 130%
MEKK2 mut-MEK5 – signal of MEK5 binding to mutant human MEKK2 PB1 domain | bead flow cytometry, Alexa488-MEK5 binding to MEKK2 mutant | percent response, % at 10 µM | 0.35% of 290,000 active | AID 1530; in the data active = percent response above about 24%, passing the limit was not always enough; note: inactives centre near 1; some results filed as inactive read as strong as hits; reference of the scale not given here
Starred values were filed as active, the others as inactive; . = no result given; [ ] = dose if it differs, or a comment.

SMILES	MEKK3 PB1 HTS	NALP1 inh	V1aR counter	GalR3 antagonist	OXTR ag	GPR7 antagonist	PHOSPHO1 inh	MEKK2 WT-MEK5	MEKK2 mut-MEK5
C/C(CCS(=O)(=O)c1ccccc1)=N/O	103	-4	2.8	-3	1.0	-6	8	101	1
COc1ccc2ccccc2c1/C=N/NC(=O)c1ccc(C)nc1	99	21	-1.8	-9	-0.5	17	24	99	-1
COc1ccc(OC(=O)Nc2ccccc2)cc1	102	9	-0.4	-5	-0.9	-11	19	99	-2
O=C(Nc1cccc(F)c1)Nc1cccc(Cl)c1	103	9	13	-4	20*	34*	24	110	1
O=C(CSc1nc2c(cnn2-c2ccc(F)cc2)c(=O)[nH]1)Nc1nccs1	96	23	2.1	.	0.9	-3	-9	92	9
O=C(Nc1ncc(Cc2ccccc2Cl)s1)c1ccc([N+](=O)[O-])cc1	116	17	2.1	-5	1.1	-2	-2	112	1
Fc1ccc(-c2nnc3ccc(N4CCc5ccccc5C4)nn23)cc1	106	-4	-0.6	5	-1.5	4	-2	105	7
COc1ccc(-c2noc(N3CCC(C(=O)Nc4cccc(OC)c4)CC3)n2)cc1	98	8	3.3	.	0.5	-13	20	95	0
O=C(Cn1nnc(-c2ccccc2)n1)NCc1cccs1	102	-6	0.3	-4	0.6	0	16	106	5
COc1cccc(-c2nn(C)c3sc(C(=O)Nc4ccc5c(c4)OCCO5)cc23)c1	109	-6	1.0	.	-2.1	-12	-36	108	6
CCn1c(=O)n(CC)c2cc(NC(=O)C(C)c3ccccc3)c(Br)cc21 (configuration not stated)	99	-11	-1.2	-10	-1.4	-5	-58	102	3
O=C(Cc1c[nH]c2ccccc12)N/N=C/c1ccccc1O	102	26	2.4	-5	2.2	-10	0	98	0
CCN(CC)CCNC(=O)c1ccc(NC(=O)Cc2cccc3ccccc23)cc1	104	15	0.6	-8	0.8	5	2	124	8
O=C(NCCCN1CCCC1=O)c1cncc(Br)c1	101	13	0.8	-6	1.5	-5	-1	98	-1
COC(=O)c1sc(NC(=O)/C=C/c2ccc(C)o2)nc1C	125	30	0.1	-6	-0.7	-4	5	109	1
COc1ccc(CCN2C(=O)C(O)=C(C(=O)c3ccco3)C2c2cccs2)cc1OC (configuration not stated)	107	10	-0.7	1	-0.3	-10	15	105	3
COc1cc(C(=O)NNC(=S)NCc2ccco2)cc(OC)c1OC	99	-9	-0.9	-1	0.1	-3	18	100	0
CCCC(=O)NC(=S)Nc1ccc(NC(=O)C(C)C)c(OC)c1	96	18	-0.1	-3	0.1	3	-9	101	12
COc1cccc(C(c2nnnn2CS(=O)(=O)c2ccc(C)cc2)N2CCN(C)CC2)c1OC (configuration not stated)	104	1	0.3	-6	0.7	23	-4	109	5
c1ccc(-c2nc(-n3nc4ccccc4n3)nc3ccccc23)cc1	102	-5	-0.7	-4	-1.6	-1	8	101	5
Cc1ccc(NC(=O)c2ccc(CNS(=O)(=O)c3cccc(C(F)(F)F)c3)cc2)cc1	104	7	0.3	0	-0.7	-10	-7	106	5
CC(CCc1ccccc1)NC(=O)Cc1ccc([N+](=O)[O-])cc1 (configuration not stated)	112	11	0.5	-7	-1.6	9	5	108	5
CCCCN(CCCC)C(=O)c1sc2nc(N3CCOCC3)c3c(c2c1N)CCCC3	100	1	-0.1	2	-1.5	-4	-38	99	-3
Cc1nc(C(=O)N2CCOCC2)sc1C1(C)CC(c2ccccc2)=NO1 (configuration not stated)	97	.	1.3	-7	1.2	.	34	96	4
N#CC1=C(N)Oc2cc3c(cc2C1c1ccc(Cl)cc1)OCO3 (configuration not stated)	96	5	0.2	-2	0.2	-13	-25	88	-6
Cc1sc(NC(=O)c2ccccc2)c(C(=O)NCCN(C)C)c1C	101	20	0.4	-5	1.7	5	16	102	7
COc1ccccc1Nc1nc(C)c(C(=O)Nc2ccccc2)s1	97	9	-0.2	-6	-1.3	-3	-40	93	-8
O=C(COc1cccc(C(F)(F)F)c1)NCCCN1CCCC1=O	113	10	0.8	-5	0.1	5	38	115	8
O=C(Nc1ccccc1)/C(=C/c1ccc([N+](=O)[O-])cc1)NC(=O)c1ccco1	99	-7	2.8	-9	0.8	8	12	98	2
CCOC(=O)C(CC)n1cnc2sc3c(c2c1=O)CCC3 (configuration not stated)	105	5	-1.9	1	-2.3	-6	18	103	7
COc1cccc(/C=N\Nc2nncc(-c3ccccc3)n2)c1	106	15	0.0	-1	-0.3	6	11	106	5
CN(C)CCNC(=O)C(=O)c1c(-c2ccccc2)cc2ccccn12	103	-4	0.3	0	-1.4	-7	15	99	-3
Cc1ccc2nc3c(cc2c1)c(NC(=O)c1ccccn1)nn3CC(C)C	102	25	-1.1	-4	-1.1	3	-2	103	2
Cc1cccc(Nc2ncnc3nc[nH]c23)c1	102	11	-0.5	-2	-0.4	19*	-14	104	4
CCCNS(=O)(=O)c1cc2c3c(c1)CCN3C(=O)CC2	105	15	0.5	-6	0.3	-6	55	102	3
O=S(=O)(NCc1ccco1)c1cccc(S(=O)(=O)N2CCOCC2)c1	2.0*[inhibitor]	4	0.0	-3	0.4	-5	5	2.0*[inhibitor]	-31
O=C1NC(=S)N/C1=C/c1ccc2c(c1)OCO2	103	-2	-0.2	-7	1.9	-14	25	102	8
CN(C)c1ccc(/C=N/NC(=O)c2ccnn2C)cc1	92	12	-0.7	-3	0.5	-6	34	95	-6
CC(C)NC(=O)NC(=O)COc1cccc2c1OC(C)(C)C2	93	14	0.5	-4	-0.6	-14	2	96	0
CN(C)S(=O)(=O)c1cc(NC(=O)CN2CCc3ccccc32)ccc1Cl	102	20	2.1	-2	2.1	8	-7	85	-5
O=C(NNC(=O)c1ccc2ncccc2c1)c1ccc(Cl)cc1	103	-54	-0.5	-2	0.0	-3	8	102	2
CCn1c(NCCCO)nc2c(c1=O)C(C)(CC)Cc1ccccc1-2 (configuration not stated)	56	4	2.2	-5	3.0	13	44	61	-18
Cc1ccc(N=Cc2nc(-c3ccc(C)cc3)oc2O)cc1	100	20	.	-2	.	2	2	100	2
O=c1c2ccccc2sn1-c1nccs1	110	-5	.	-2	.	-3	53	109	0
COc1ccc(NC(=O)c2ccccc2SC)cc1OC	117	-8	0.2	0	-0.9	3	6	116	10
O=S1(=O)CCN2C(=N1)Sc1c2ccc2c1CCCC2	103	15	1.9	1	1.7	-1	-18	102	3
CCOC(=O)C1(Cc2ccccc2C(F)(F)F)CCN(CCCn2cccn2)CC1	101	7	3.4	-7	2.1	7	23	99	-7
CC1CN(C2CCCCC2)c2nc3c(c(=O)n(C)c(=O)n3C)n2C1 (configuration not stated)	101	12	0.8	-3	-0.8	-9	14	103	4
O=C(c1cc(-c2ccccc2)nn1CC1CC(c2cccnc2)=NO1)N1CCOCC1 (configuration not stated)	107	.	0.5	-3	1.2	.	.	100	0
COc1ccc(N(C(=O)CNC(=O)c2ccco2)C(C(=O)NC2CCCC2)c2ccc(C)o2)cc1 (configuration not stated)	101	12	0.3	-5	0.2	-12	30	102	0
CN1CCN(S(=O)(=O)c2ccc(NC(=S)NC(=O)c3ccccc3)cc2)CC1	103	13	3.0	0	1.8	4	-43	105	2
O=C(N/N=C/c1cc([N+](=O)[O-])cc(Br)c1O)C12CC3CCC(CC(C3)C1)C2	102	5	1.2	-3	2.1	-9	6	97	1
CC1(C)Cc2noc(N)c2C(C)(C)N1OC(=O)c1ccco1	101	-6	0.9	1	1.3	-15	-3	103	3
O=C1CC(Cc2ccccc2)C(=O)N1CCc1ccc2c(c1)OCO2 (configuration not stated)	101	25	1.6	-5	1.0	-2	-24	94	1
C=CCN(CC=C)C(=O)COC(=O)c1ccc(Sc2ncn[nH]2)c([N+](=O)[O-])c1	102	15	-0.2	13*	0.5	6	45	93	-6
COc1ccccc1N1CCN(C(=O)C(=O)c2cn(CC(=O)N3CCCCCC3)c3ccccc23)CC1	97	14	1.9	-3	0.0	2	-7	77	-8
COc1ccc(C(=O)O)cc1NC(=S)NC(=O)Cc1ccc(Cl)cc1	105	16	1.8	-8	2.3	0	47	100	4
O=C(Oc1ccc(Br)cc1C(=S)N1CCCC1)c1ccccc1F	102	9	-0.3	-12	-2.4	-2	3	101	-1
COc1cc(OC)cc(C(=O)N[C@H](C(=O)Nc2ccc3c(c2)OCO3)C(C)C)c1	100	-12	-1.3	0	-2.5	0	11	96	-8
O=C(c1cccc([N+](=O)[O-])c1)c1ccc2c(c1)C(=O)N(c1c[nH]c(=O)[nH]c1=O)C2=O	98	5	0.8	.	0.9	-7	21	96	-11

Some of these compounds in order of heavy-atom count, lowest first:
SMILES	MEKK3 PB1 HTS	NALP1 inh	V1aR counter	GalR3 antagonist	OXTR ag	GPR7 antagonist	PHOSPHO1 inh	MEKK2 WT-MEK5	MEKK2 mut-MEK5
O=S1(=O)CCN2C(=N1)Sc1c2ccc2c1CCCC2	103	15	1.9	1	1.7	-1	-18	102	3
CC1(C)Cc2noc(N)c2C(C)(C)N1OC(=O)c1ccco1	101	-6	0.9	1	1.3	-15	-3	103	3
O=C(Oc1ccc(Br)cc1C(=S)N1CCCC1)c1ccccc1F	102	9	-0.3	-12	-2.4	-2	3	101	-1
COc1ccc(C(=O)O)cc1NC(=S)NC(=O)Cc1ccc(Cl)cc1	105	16	1.8	-8	2.3	0	47	100	4
C=CCN(CC=C)C(=O)COC(=O)c1ccc(Sc2ncn[nH]2)c([N+](=O)[O-])c1	102	15	-0.2	13*	0.5	6	45	93	-6
CCOC(=O)C1(Cc2ccccc2C(F)(F)F)CCN(CCCn2cccn2)CC1	101	7	3.4	-7	2.1	7	23	99	-7

Other structures.
SMILES	MEKK3 PB1 HTS	NALP1 inh	V1aR counter	GalR3 antagonist	OXTR ag	GPR7 antagonist	PHOSPHO1 inh	MEKK2 WT-MEK5	MEKK2 mut-MEK5
Cc1ccc2nc(NC(=O)CN3CCOCC3)sc2c1	94	10	1.4	-5	1.7	-2	-5	93	-2
CCCCNC(=S)N1CCN(C(c2ccccc2)c2ccccc2)CC1	102	-40	-0.5	-9	-2.3	-7	37	105	-2
COc1cccc(C(=O)Nc2ccccc2F)c1	100	6	-0.2	-7	-1.7	4	32	97	-5
CCOC(=O)C1CCCN(C2CC(=O)N(c3ccccc3)C2=O)C1 (configuration not stated)	95	13	0.2	-4	-0.2	-4	56	94	-7
CCN1CCN(C(=O)C2=CC(c3ccc(OC)cc3)=NS(=O)(=O)N2C)CC1	103	11	-0.1	.	0.4	-10	18	106	2
COc1cc(C(=O)NC(C)CCn2cccn2)ccc1OC1CCN(C(C)=O)CC1 (configuration not stated)	108	14	1.1	-3	0.2	-10	18	111	11
Cc1onc(-c2c(Cl)cccc2Cl)c1C(=O)N(C)Cc1ccccc1	108	10	-0.3	-5	-1.2	1	24	110	4
COc1ccc(C2NC(=O)Cc3cc(OC)c(OC)cc32)cc1OC (configuration not stated)	102	.	-0.4	11	0.3	-16	9	103	8
Cc1ccc2nc(N3CCN(S(=O)(=O)c4ccc5c(c4)OCCO5)CC3)c(C#N)cc2c1	81	-4	0.3	-3	-0.1	-7	30	83	-2
O=C(OCc1cnc(Cl)s1)c1c(F)cccc1F	104	14	0.1	-5	0.0	-2	15	98	-3
Cc1ccccc1-n1c(C)cc(/C=N/NC(=O)c2ccc(CN3CCOCC3)cc2)c1C	97	17	1.1	-5	1.7	-6	17	95	-3
Cc1ccc(-c2cc3ncc(C#N)c(N)n3n2)cc1	96	-14	-0.9	-9	-1.8	-5	36	95	-2
